APP 5UTR inh = inhibitors of APP translation via 5'UTR reporter, primary screen, APP 5'UTR luciferase, SH-SY5Y cells. SH-SY5Y APP 5'UTR-luciferase reporter, luminescence. inhibition, % at 2 µM. hit rate 0.82% among 190,000. AID 1285, 2008;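 active = inhibition above a set limit, derived from the sample mean plus 3 SD, cut at about 45% in these data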; also: values of inactives mirror those of a sister screen read the other way
Redox H2O2 prof = compounds producing H2O2 with reducing agent – biochemical, NIH compound library profiling, artefact control for MLSCN library redox annotation, primary screen; DTT-dependent redox cycling H2O2, phenol red/HRP absorbance; 100% = 100 µM peroxide control, 0% = buffer; activation, % at 10 µM; AID 878, 2007; hit rate 0.03% among 200,000;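 active = activation of at least 50% relative to the plate's high and low controls in the primary single-dose screen; inactive = activation below 50%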;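 also: compound incubated with DTT at 0.8 mM final as the reducing agent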
NF-kB neuron act = activators of NF-kB expression in neurons, primary screen, cell-based, HTS; human neuronal cells, NF-kB reporter expression; stronger effect = higher value; fold change at 12.5 µM; hit rate 1.6% among 190,000; AID 1239, 2008; in the data active = fold change above about 3.3
Efa HMGR inh = inhibitors of E. faecalis class II HMGR, primary screen, biochemical, Enterococcus faecalis. HMG-CoA reductase (Enterococcus faecalis, mvaE). purified E. faecalis HMGR, NADPH absorbance 340 nm kinetic. inhibition, % at 10 µM. hit rate 0.41% among 190,000. AID 1066, 2008;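 active = inhibition above a set limit, the median over all tested compounds plus 3 SD, cut at about 9.5% in these data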;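 also: enzyme runs in reverse so mevalonate oxidation gives rising NADPH absorbance; 0% = complete reaction with DMSO and 100% = background rate lacking mevalonate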
FLuc act counter = FLuc activators, initial screening, artefact control for FLuc-dependent activation tests, biochemical, ATPlite luminescence; Luciferin 4-monooxygenase (Photinus pyralis), P08659; ATPlite luciferase biochemical, 10 min; 0 = ATP-free wells, 1 = DMSO control; activation factor at 10 µM; 200,000 tested, under 10 active; AID 1027, 2008;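 active = luciferase activation factor, scaled between plate controls, of at least 2 with compound at 10 µM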
Target sequence (P08659 whole entry, looked up): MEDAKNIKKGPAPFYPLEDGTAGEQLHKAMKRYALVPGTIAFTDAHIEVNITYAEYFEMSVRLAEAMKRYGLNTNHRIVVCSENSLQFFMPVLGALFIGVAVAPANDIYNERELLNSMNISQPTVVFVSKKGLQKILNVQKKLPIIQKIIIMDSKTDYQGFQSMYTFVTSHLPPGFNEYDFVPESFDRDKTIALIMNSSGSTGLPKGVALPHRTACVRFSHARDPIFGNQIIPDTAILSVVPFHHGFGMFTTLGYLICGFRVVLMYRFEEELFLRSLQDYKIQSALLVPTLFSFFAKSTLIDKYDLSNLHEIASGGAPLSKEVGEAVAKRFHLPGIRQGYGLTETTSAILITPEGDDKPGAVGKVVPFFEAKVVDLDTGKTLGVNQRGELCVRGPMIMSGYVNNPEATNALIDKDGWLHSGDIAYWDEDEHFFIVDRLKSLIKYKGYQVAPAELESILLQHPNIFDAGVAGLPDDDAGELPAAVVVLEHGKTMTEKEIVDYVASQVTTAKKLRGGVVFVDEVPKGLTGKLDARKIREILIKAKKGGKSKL
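Assay system: Luciferase/luciferin detection reagent, cell-free biochemical luciferase assay / Read-out: luciferase activation / Benchmarks: No-ATP low control, compound-free enzyme-plus-ATP high control / Medium: PBS buffer for ATP / Detection: luminescence measurement of luciferase light output / Schedule: 10 min at ambient temperature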
G6PDH counter = L. mesenteroides G6PDH inhibitors, counter-screen for G6PDH-coupled screening assays, biochemical, Leuconostoc mesenteroides enzyme. AID 1020, 2008. Purified L. mesenteroides G6PDH, diaphorase/resazurin coupled fluorescence, 45 min. hit rate 0.12% among 200,000. inhibition, % at 5 µM. glucose-6-phosphate dehydrogenase [Leuconostoc mesenteroides]; in the data active = inhibition above about 50%
FLuc inh counter = firefly luciferase enzyme inhibitors, primary screen, artefact control for luciferase-based inhibitor screens, biochemical, luminescence, ATPLite | 10 min | inhibition, % at 10 µM | hit rate 1.5% among 200,000 | AID 1006, 2008;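 active = inhibition above about 50% when tested at 10 µM, limit read from the data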
STAT1 act = STAT1 signaling activators, primary screen, cell-based, HTS, luciferase reporter. activation (% of control), % at 5.5 µM. hit rate 2.6% among 200,000. NIH 3T3 STAT1-luciferase reporter, IFN-gamma, luminescence; 100% = IFN-gamma alone, no compound;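 active = activation above the screen-wide mean activation plus 3 SD, cut at about 130% in these data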;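 also: raw ratio to IFN-gamma control signal so 100% means no change and 0% no light; values of inactives mirror those of a sister screen read the other way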
Hsp70 act = Hsp70 transcriptional activators, primary screen, cell-based, HeLa, Hsp70 promoter luciferase, luminescence, 10 µM; HeLa Hsp70 promoter luciferase reporter; scaled: vehicle 0, proteasome-inhibitor control 100%; activation, % at 10 µM; hit rate 0.04% among 200,000;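 active = activation above the mean across all tested compounds plus 3 SD, cutoff set per campaign, cut at about 5.5% in these data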;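 also: 100% = MG132 at 30 µM as the positive control and 0% = DMSO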
APP 5'UTR act = activators of APP 5'UTR luciferase reporter, primary screen, SH-SY5Y cells. AID 1276, 2008. SH-SY5Y APP 5'UTR luciferase reporter, luminescence; zero percent = DMSO vehicle wells. activation, % at 2 µM. hit rate 1% among 190,000;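 active = activation above a set limit, based on mean plus 3 SD of controls, cut at about 140% in these data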; also: values of inactives mirror those of a sister screen read the other way
Numbers without * were called inactive.

Results follow in this order: APP 5UTR inh | Redox H2O2 prof | NF-kB neuron act | Efa HMGR inh | FLuc act counter | G6PDH counter | FLuc inh counter | STAT1 act | Hsp70 act | APP 5'UTR act
> CSc1nc2sc3c(c2c(=O)[nH]1)CCc1ccccc1-3
→ 12.7 | -0.2 | 0.83 | -0.7 | 1.1 | -31.1 | -5.7 | 93.3 | -0.3 | -12.7
> CCCCCC1NC(=O)NC1CCCCCC(=O)O (stereo unspecified)
→ 9.7 | 0.5 | 1.25 | 0.0 | 1.1 | -6.4 | -5.0 | 104.6 | 0.0 | -9.7
> O=C(COc1ccccc1Cl)Nc1ccc(Cl)cn1
→ -198.0 | -2.4 | 6.84* | -2.4 | 0.3 | 1.0 | 68.8* | 150.8* | -0.1 | 198.0*
> O=C(c1cnn2c(C(F)F)cc(C3CC3)nc12)N1CCOCC1
→ -10.2 | 0.9 | 1.03 | -1.6 | 1.2 | 7.6 | -21.1 | 97.2 | -0.3 | 10.2
> CCCN(CC(=O)Nc1ccccc1C)C(=O)c1cc(=O)[nH]c2ccccc12
→ 9.0 | -0.8 | 1.75 | -4.8 | 1.1 | 11.5 | -6.4 | 94.8 | -0.4 | -9.0
> Cc1cccc(N(CC(=O)NC2CCCC2)C(=O)c2nsc(Cl)c2Cl)c1C
→ 1.8 | -0.1 | 0.77 | 3.4 | 1 | -2.1 | 3.2 | 95.7 | 0.1 | -1.8
> CCOC(=O)N1CCN(Cc2nc(N)nc(Nc3ccc(OC)cc3)n2)CC1
→ -0.2 | 0.2 | 0.81 | -8.9 | 1.1 | -2.8 | -9.6 | 102.3 | -0.2 | 0.2
> C/C(NC(=O)c1ccccc1)=C1/C(=O)CC2C1C2(C)C (stereo unspecified)
→ -68.4 | -0.1 | 2.08 | 2.0 | 0.9 | 5.4 | 8.4 | 129.9* | 0.3 | 68.4
> CCn1c(SCC(=O)NC(=O)NCc2ccco2)nc2sc(C)c(C)c2c1=O
→ -3.3 | -0.9 | 0.92 | 1.3 | 1 | 17.7 | 0.7 | 92.7 | -0.3 | 3.3
> Cc1cccc(NC(=O)CSCc2c(C)noc2C)c1C
→ -0.4 | 2.4 | 0.99 | -2.5 | 1 | -0.6 | -1.4 | 102.2 | -0.2 | 0.4
> CC(=C/c1ccco1)/C=N/N1CCN(c2ccccc2)CC1
→ -65.7 | 2.1 | 3.85* | 0.6 | 0.9 | 2.9 | 11.8 | 128.4 | -0.2 | 65.7
> O=C1NCCCC1C(=O)Nc1cccc(C(F)(F)F)c1 (stereo unspecified)
→ 6.5 | -0.1 | 1.37 | 1.9 | 1.1 | -2.8 | -6.9 | 100.7 | 0.1 | -6.5
> CN1CCN(C(=O)/C=C/c2ccc([N+](=O)[O-])cc2)CC1
→ -6.4 | 0.0 | 1.03 | -0.1 | 1 | 3.5 | -4.1 | 113.5 | -0.4 | 6.4
> Cc1cccc(OCc2nnc(SCC(=O)c3cccs3)n2C)c1C
→ -1.7 | 3.5 | 1.63 | -9.1 | 1 | 8.4 | -2.8 | 97.1 | -0.4 | 1.7
> Cc1ccc(S(=O)(=O)N(Cc2ccccc2)c2ccccc2C(=O)Nc2ccccc2C(=O)NCc2ccco2)cc1
→ -15.5 | 0.7 | 0.95 | 3.8 | 1 | -2.9 | -3.1 | 102.2 | 0.4 | 15.5
> CCCN(CCC)CCCNC(=O)C(NS(=O)(=O)c1ccc2c(c1)CCC(=O)N2)c1ccccc1 (stereo unspecified)
→ -9.6 | -0.7 | 0.32 | 1.0 | 1.1 | 2.1 | -7.4 | 103.9 | 0.1 | 9.6
> NC(=O)C1CCN(C(=O)c2cnn(-c3ccccc3)c2NC(=O)c2ccco2)CC1
→ -17.9 | 6.7 | 1.04 | -1.6 | 1 | 5.8 | -3.4 | 99.3 | -0.2 | 17.9
> CCOC(=O)C1=C(C)NC2=C(C(=O)CC(C)(C)C2)C1c1coc2ccccc2c1=O (stereo unspecified)
→ 10.8 | 0.5 | 1.41 | -1.1 | 1.1 | 1.2 | -8.2 | 96.6 | -0.4 | -10.8
> CC(C)CCn1c(C(C)O)nc2ccccc21 (stereo unspecified)
→ 20.3 | -0.6 | 1.35 | -5.6 | 1.1 | 3.2 | -5.9 | 108.3 | -0.3 | -20.3
> Fc1ccc(-c2nnsc2Sc2ccccn2)cc1
→ -18.5 | -0.5 | 1.1 | -4.4 | 1 | -4.3 | 3.2 | 126.3 | -0.2 | 18.5
> COC(=O)c1cccc(NC(=S)N2CCN(c3ccccc3F)CC2)c1
→ -16.9 | 0.4 | 0.98 | 0.8 | 1 | 8.5 | 0.1 | 100.7 | -0.5 | 16.9
> O=C(CSc1nnc(COc2ccc(Cl)cc2)o1)N1CCN(c2ccccc2)CC1
→ -15.3 | -0.7 | 1.19 | 1.6 | 1 | -40.9 | -3.1 | 99.2 | -0.4 | 15.3
> O=C(Nc1ncc(Cc2ccccc2)s1)c1cccs1
→ -193.6 | -0.1 | 8.44* | -5.2 | 0.6 | 1.0 | 35.7 | 154.3* | -0.4 | 193.6*
> CCCCC(=O)Nc1ccc(NC(=O)CCCC)nc1
→ 21.7 | -3.1 | 1.18 | 2.5 | 1 | 9.5 | -1.3 | 102.5 | -0.3 | -21.7
> O=S(=O)(Cc1cnc(Cl)s1)c1ccccc1
→ -3.9 | -2.4 | 1.08 | 1.9 | 1 | -2.3 | -4.6 | 92.1 | 0.0 | 3.9
> O=C1CC(N2CCCc3ccccc32)C(=O)N1c1ccccc1Cl (stereo unspecified)
→ 0.5 | -0.3 | 0.82 | -4.8 | 1.1 | 6.8 | -7.9 | 100.0 | -0.5 | -0.5
> O=C(CNC(=O)c1ccccc1)N/N=C/c1cccs1
→ 7.5 | -0.6 | 1.14 | -14.6 | 0.9 | 6.8 | 9.5 | 103.0 | -0.1 | -7.5
> Cc1cccc(N2CCN(C(c3cccs3)c3nnnn3C(C)(C)C)CC2)c1C (stereo unspecified)
→ -4.8 | 0.1 | 0.85 | -2.1 | 1 | -0.2 | 0.3 | 95.1 | -0.2 | 4.8
> Cc1cc(C)c(C(=O)N2CCCC(CNC(=O)C3(c4ccc(Cl)cc4)CC3)C2)c(=O)[nH]1 (stereo unspecified)
→ -26.1 | -0.4 | 0.74 | -11.0 | 1 | 1.2 | -1.8 | 102.2 | 0.1 | 26.1
> CC(C)C(=O)Nc1ccc(NC(=O)c2ccc([N+](=O)[O-])cc2Cl)cc1
→ -4.5 | -0.7 | 1.34 | -1.7 | 1 | -1.0 | 0.0 | 104.2 | -0.3 | 4.5
> N#C/C(=C\c1ccc(OCC(N)=O)cc1)S(=O)(=O)c1ccccc1
→ -9.9 | 0.0 | 1.17 | -1.7 | 1.1 | 0.3 | -10.8 | 99.5 | 0.1 | 9.9
> COc1ccc(Nc2nc(-c3ccccc3)c3ccccc3n2)cc1
→ -17.1 | -0.3 | 0.91 | -1.4 | 1 | -17.2 | -4.0 | 92.8 | -0.1 | 17.1
> O=C(Cn1c(=O)sc2ccccc21)OC(CCl)CCl
→ 6.5 | 0.1 | 0.96 | -0.7 | 1 | 12.1 | -1.7 | 105.4 | -0.2 | -6.5
> COc1ccnc(CSC(N)=Nc2ccccc2C(F)(F)F)c1
→ -0.5 | -0.1 | 1.15 | -3.9 | 1 | 7.9 | -0.3 | 101.3 | -0.3 | 0.5
> Cc1ccc2c(c1)N(C(=O)CCC(=O)N1CCc3ccccc3C1)CCO2
→ -4.4 | -0.1 | 0.98 | -0.9 | 1 | 13.3 | 1.4 | 95.5 | 0.1 | 4.4
> CC(=O)NC1(C(F)(F)F)C(=O)NC(C)=C1C#N (stereo unspecified)
→ -0.8 | -0.4 | 1.04 | -4.9 | 1 | -1.1 | -2.7 | 89.9 | 0.0 | 0.8
> O=C(NCc1ccc2c(c1)OCO2)C1CC(=O)N(c2ccc(F)cc2)C1 (stereo unspecified)
→ 1.5 | -0.2 | 1.14 | -2.4 | 1 | 3.9 | -4.6 | 103.2 | -0.7 | -1.4
> Cc1ccc(-c2csc3ncnc(SCC(=O)Nc4nnc(C)s4)c23)cc1
→ 1.8 | 1.8 | 1.05 | -3.2 | 1.1 | -22.5 | -5.3 | 96.8 | 0.0 | -1.8
> O=C(NCCN1CCCC1)C1CC(=O)N(C2CCCCC2)C1 (stereo unspecified)
→ -6.5 | -1.3 | 1.19 | 2.3 | 1 | 3.3 | -3.6 | 102.9 | -0.3 | 6.5
> Cc1c(/C=N/n2cnnc2)c2ccccc2n1C
→ 10.5 | -0.6 | 1.27 | -0.9 | 1.1 | -13.1 | -5.3 | 96.5 | -0.3 | -10.5
> COC(=O)c1cc(NC(=O)CN2CCN(C(C)=O)CC2)cc(C(=O)OC)c1
→ -6.2 | -2.7 | 1.22 | -0.7 | 1 | 2.4 | -1.5 | 93.4 | -0.3 | 6.2
> O=C(CSc1nccc(=O)[nH]1)N1N=C2/C(=C/c3ccco3)CCCC2C1c1ccco1 (stereo unspecified)
→ -3.9 | -0.3 | 0.98 | -4.7 | 1 | 4.8 | -0.1 | 84.9 | -0.4 | 3.9
> Cc1cccc(N(Cc2cc3ccccc3[nH]c2=O)S(=O)(=O)c2ccccc2)c1
→ 15.7 | 0.6 | 1.35 | -6.0 | 1 | -6.0 | -4.5 | 108.6 | -0.1 | -15.7
> O=C1c2ccccc2NC(c2ccccc2)N1Cc1ccco1 (stereo unspecified)
→ -11.3 | -1.5 | 1.28 | 0.0 | 1 | 6.1 | -2.7 | 100.7 | -0.1 | 11.3
> CCOc1ccc(Nc2nc(N3CCCCC3)nc(N3CCCCC3)n2)cc1
→ 7.9 | 0.1 | 0.92 | -0.5 | 1.1 | 8.4 | -6.0 | 100.9 | -0.1 | -7.9

Compound profiles, as listed above:
Cc1cccc(N(Cc2cc3ccccc3[nH]c2=O)S(=O)(=O)c2ccccc2)c1 is entered as APP 5UTR inh = 15.7; Redox H2O2 prof = 0.6; NF-kB neuron act = 1.35; Efa HMGR inh = -6.0; FLuc act counter = 1; G6PDH counter = -6.0; FLuc inh counter = -4.5; STAT1 act = 108.6; Hsp70 act = -0.1; APP 5'UTR act = -15.7
O=C1c2ccccc2NC(c2ccccc2)N1Cc1ccco1 (stereo unspecified) is entered as APP 5UTR inh = -11.3; Redox H2O2 prof = -1.5; NF-kB neuron act = 1.28; Efa HMGR inh = 0.0; FLuc act counter = 1; G6PDH counter = 6.1; FLuc inh counter = -2.7; STAT1 act = 100.7; Hsp70 act = -0.1; APP 5'UTR act = 11.3

Compound activity (PubChem BioAssay)

Not a hit list; 5.3% or so of the library scored in one or more.
